GDH-TPI inh: GDH-TPI coupled enzyme inhibition counter-screen; inhibition, % at 4.8 µM; GDH-TPI coupled enzyme counterscreen, NADH absorbance; 360,000 compounds, 1.2% hits; in the data active = inhibition above about 30%;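 note: 0% = DMSO wells and 100% = wells lacking the enzyme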
Rv3671c inh: inhibits the M. tuberculosis serine protease Rv3671c; 320,000 compounds, 0.048% hits; inhibition, % at 5.96 µM; AID 2606; P9WHR9; in the data active = inhibition above about 38%;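 note: extracellular domain of Rv3671c used as enzyme; 0% = enzyme with DMSO and 100% = no enzyme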
Target sequence (P9WHR9 whole entry, looked up, the tested form may be a part): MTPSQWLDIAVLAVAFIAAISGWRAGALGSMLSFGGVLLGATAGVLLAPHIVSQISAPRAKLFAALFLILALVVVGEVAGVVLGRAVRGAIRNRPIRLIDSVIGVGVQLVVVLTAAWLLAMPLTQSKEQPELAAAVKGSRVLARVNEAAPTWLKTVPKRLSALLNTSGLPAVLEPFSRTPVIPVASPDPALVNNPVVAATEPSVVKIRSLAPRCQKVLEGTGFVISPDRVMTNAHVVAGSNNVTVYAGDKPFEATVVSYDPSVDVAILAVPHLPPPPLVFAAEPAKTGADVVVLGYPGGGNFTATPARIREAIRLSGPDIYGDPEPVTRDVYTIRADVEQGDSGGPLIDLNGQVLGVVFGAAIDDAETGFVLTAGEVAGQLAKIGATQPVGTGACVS
FadD28 binding: blocks FadD28 binding to the bisubstrate probe; fluorescence polarization; inhibition, % at 12.5 µM; 360,000 compounds, 0.22% hits; in the data active = inhibition above about 8.5%, passing the limit was not always enough; inconclusive = no clear call, values can overlap the other calls
Mtb FBA inh: inhibits M. tuberculosis FBA enzyme. inhibition, % at 1 µM. 360,000 compounds, 2.3% hits. purified M. tuberculosis FBA, fluorescence read-out. P9WQA3; in the data active = inhibition above about 27%;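 note: 0% = vehicle and 100% = reference inhibitor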
Target sequence (P9WQA3 whole entry, looked up): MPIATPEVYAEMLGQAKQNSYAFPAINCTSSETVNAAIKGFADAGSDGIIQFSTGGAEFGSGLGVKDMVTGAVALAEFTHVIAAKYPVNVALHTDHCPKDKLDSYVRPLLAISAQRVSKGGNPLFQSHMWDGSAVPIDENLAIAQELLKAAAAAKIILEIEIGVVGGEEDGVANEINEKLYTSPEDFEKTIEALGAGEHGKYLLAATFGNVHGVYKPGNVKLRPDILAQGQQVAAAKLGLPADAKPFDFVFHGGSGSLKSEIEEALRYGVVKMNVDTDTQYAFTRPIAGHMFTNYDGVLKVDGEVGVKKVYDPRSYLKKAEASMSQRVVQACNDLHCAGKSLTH
PrPC TRFRET: reduces human prion protein on the cell surface | 370,000 compounds, 0.43% hits | AID 720596 | P04156 | cell surface PrPC, TR-FRET read-out | inhibition, % at 13.8 µM; in the data active = inhibition above about 24%; note: 0% = median of the test wells and 100% = reference compound wells
MazF activator: activators of E. coli MazEF toxin-antitoxin RNase; P0AE70; FAM/BHQ RNA-DNA oligo cleavage fluorescence, 5 h; activation, % at 20 µM; 350,000 compounds, 0.32% hits; AID 504720; in the data active = activation above about 50%
Target sequence (P0AE70 whole entry, looked up): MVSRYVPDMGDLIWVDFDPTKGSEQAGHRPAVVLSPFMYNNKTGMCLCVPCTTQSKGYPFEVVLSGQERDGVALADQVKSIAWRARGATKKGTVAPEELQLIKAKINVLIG
Mtb UGM inh: inhibitors of M. tuberculosis UDP-galactopyranose mutase; P9WIQ1; purified UGM, fluorescence polarization probe displacement; inhibition, % at 10 µM; 320,000 compounds, 0.06% hits; in the data active = inhibition above about 10%, passing the limit was not always enough; inconclusive = no clear call, values can overlap the other calls
BioA inh: blocks M. tuberculosis BioA enzyme activity | purified M. tuberculosis BioA enzyme, plate reader | inhibition, % at 9.99 µM | 360,000 compounds, 0.096% hits; in the data active = inhibition above about 40%; inconclusive = no clear call, values can overlap the other calls
BoNT-F LC inh: BoNT F light chain protease inhibition | AID 588497 | inhibition, % at 10 µM | Multiplex microsphere protease cleavage assay, flow cytometry | 360,000 compounds, 0.22% hits; in the data active = inhibition above about 35%, passing the limit was not always enough; inconclusive = no clear call, values can overlap the other calls; note: plate controls were buffer without enzyme for full effect and enzyme alone for no effect
Starred values were filed as active, the others as inactive; ? = inconclusive; · = not tested or not shown; & = joins results of further samples.

No.	molecule	PrPC TRFRET	FadD28 binding	GDH-TPI inh	Rv3671c inh	BioA inh
1	O=C(NC(=O)N1CCCCC1)c1ccccc1	3	-0.1	7	0	·
2	CCC(C)(C)NC(=O)C(c1ccc(O)cc1)N(Cc1ccco1)C(=O)CCC(=O)Nc1ccccn1 (stereo unspecified)	-4	-1.6	0	5	-1.1
3	CC1(C(=O)NS(=O)(=O)c2cccc(OC(F)F)c2)CCN1C(=O)Cc1cccs1 (stereo unspecified)	-2	-3.4	-4	·	0.9
4	Cc1ccc(-c2cc(=O)c3ccccc3[nH]2)cc1	0	-3.5	0	-5	0.9
5	CC(C)(C)c1ccc(CC(=O)N2CCC2(C)C(=O)NS(=O)(=O)c2ccc(C#N)cc2)cc1 (stereo unspecified)	-2	1.2	-3	·	-0.8
6	O=c1[nH]nc(-c2ccccc2)cc1-c1ccccc1	-11	?	15	-5	·
7	CC(=O)NC(Cc1c[nH]c2ccccc12)C(=O)N1CCN(S(=O)(=O)c2ccccc2)CC1 (stereo unspecified)	6	-0.3	-2	2	0.4
8	COc1ccccc1-c1nnc(SCC(=O)Nc2ccc(Cl)cc2Cl)o1	1	-7.0	-5	-7	-0.7
9	COc1ccccc1NC(=O)COc1ccc2ccccc2c1	4	-2.4	8	-16	-0.1
10	Cc1ccc(S(=O)(=O)N(CC(=O)Nc2ccc(F)cc2)C(=O)N2CCN(C)CC2)cc1	0	-1.8	13	1	-0.9
11	Cc1ccc(NC(=O)NNC(=O)C2CCN(Cc3ccc(F)cc3Cl)CC2)cc1	0	-2.5	8	8	·
12	O=C(CN1C(=O)c2ccccc2C1=O)N1CCN(S(=O)(=O)c2ccccc2)CC1	-4	-2.1	-14	-1	-1.1

No.	Mtb UGM inh	Mtb FBA inh	MazF activator	BoNT-F LC inh
1	-0.3	-1	8	0
2	2.8	0	-10	12
3	·	-1	·	-4
4	0.8	3	5	-9
5	·	-2	·	-3
6	-3.4	1	8	-3
7	-1.1	-3	9	-8
8	-2.5	-1	5	-1
9	1.3	0	0	-3
10	1.5	-3	4	-2
11	3.3	0	5	-7
12	-1.7	1	2	-2

Excerpt: nos. 2 to 7
No.	molecule	PrPC TRFRET	FadD28 binding	GDH-TPI inh	Rv3671c inh	BioA inh
2	CCC(C)(C)NC(=O)C(c1ccc(O)cc1)N(Cc1ccco1)C(=O)CCC(=O)Nc1ccccn1 (stereo unspecified)	-4	-1.6	0	5	-1.1
3	CC1(C(=O)NS(=O)(=O)c2cccc(OC(F)F)c2)CCN1C(=O)Cc1cccs1 (stereo unspecified)	-2	-3.4	-4	·	0.9
4	Cc1ccc(-c2cc(=O)c3ccccc3[nH]2)cc1	0	-3.5	0	-5	0.9
5	CC(C)(C)c1ccc(CC(=O)N2CCC2(C)C(=O)NS(=O)(=O)c2ccc(C#N)cc2)cc1 (stereo unspecified)	-2	1.2	-3	·	-0.8
6	O=c1[nH]nc(-c2ccccc2)cc1-c1ccccc1	-11	?	15	-5	·
7	CC(=O)NC(Cc1c[nH]c2ccccc12)C(=O)N1CCN(S(=O)(=O)c2ccccc2)CC1 (stereo unspecified)	6	-0.3	-2	2	0.4

No.	Mtb UGM inh	Mtb FBA inh	MazF activator	BoNT-F LC inh
2	2.8	0	-10	12
3	·	-1	·	-4
4	0.8	3	5	-9
5	·	-2	·	-3
6	-3.4	1	8	-3
7	-1.1	-3	9	-8

Next part
No.	molecule	PrPC TRFRET	FadD28 binding	GDH-TPI inh	Rv3671c inh	BioA inh
13	CCOC(=O)c1sc(CS(=O)(=O)c2ccc(Cl)cc2)nc1C	-4	-2.9	-6	-2	·
14	O=c1cnnc(Nc2cccc(C(F)(F)F)c2)[nH]1	-8	-5.0	-8	13	·
15	Cc1ccc(OCC(=O)N2CCN(C(=O)c3ccco3)CC2)cc1	-5	-2.5	-4	-1	·
16	COCC(N)(c1ccccc1)c1nc2ccccc2n1C (stereo unspecified)	1	0.5	-6	-2	-0.2
17	O=C(Cc1ccccc1[N+](=O)[O-])NC1CC2CCC1C2 (stereo unspecified)	-13	-1.6	4	4	-3.9
18	CCN(CC)c1ccc(CNc2nc3ccccc3n2CC)cc1	-2	-1.6	5	1	·
19	Cc1cc(Cl)ccc1OCc1nnc2n1CCCCC2	6	-2.7	2	2	·
20	Cc1noc(/C=C/N(C)C)c1S(=O)(=O)N1CCCC(C(=O)NC2CCCCC2C)C1 (stereo unspecified)	3	?	62*	-5	-4.5
21	O=c1[nH]cccc1-c1nc2ccccc2n1Cc1cccc(Cl)c1	3	-6.2	3	-3	-1.8
22	COc1ccccc1-c1sc2ccccc2c1-c1ccc2c(c1)OCCO2	-7	-3.2	6	-4	-1.1
23	CC1=C(/C=C/C(C)=N\NC(=O)c2ccncc2)C(C)(C)CCC1	0	-2.0	9	-14	·
24	CCN(CC)S(=O)(=O)c1ccc(NC(=S)Nc2ccc(F)cc2)cc1	3	-1.1	6	26	-0.4

No.	Mtb UGM inh	Mtb FBA inh	MazF activator	BoNT-F LC inh
13	-0.2	3	-4	?
14	0.9	-1	-11	3
15	-0.8	2	4	-6
16	-1.2	0	2	2
17	-0.1	1	5	·
18	-1.8	2	-1	·
19	-1.8	2	-1	0
20	0.0	-2	3	1
21	-0.1	135*	-20	2
22	-1.4	2	0	-8
23	4.6	2	-2	-15
24	-1.1	1	13	28

Going on with the list:
No.	molecule	PrPC TRFRET	FadD28 binding	GDH-TPI inh	Rv3671c inh	BioA inh
25	CC[C@H](NC(=O)/C=C/[C@H]1O[C@@H](n2cc(C)c(=O)[nH]c2=O)C[C@@H]1O)c1ccccc1	10	-0.7	·	·	0.0
26	O=C(Cc1nc(-c2ccc(Br)s2)cs1)NCCN1CCOCC1	-7	-4.2	-7	-6	-1.2
27	O=C(NCCCN1CCOCC1)C(=O)NCC1OCCCN1S(=O)(=O)c1cc(F)ccc1F (stereo unspecified)	-8	-0.6	1	-5	-1.9
28	Cn1c(=O)c2c(nc(Br)n2CC(=O)C23CC4CC(CC(C4)C2)C3)n(C)c1=O	-1	-2.0	5	-3	0.4
29	COCCCn1c2nc3ccccc3nc2c2c(=O)n(Cc3ccc(Cl)cc3)cnc21	-1	-3.6	5	-1	-0.9
30	CC(C)C(=O)N(Cc1ccccc1)S(=O)(=O)c1ccc2c(c1)oc(=O)n2C	2	-1.8	3	-16	-0.1
31	COC(=O)Cc1ccc(NC(=S)NCCC(C)C)cc1	3	-1.4	-1	-10	1.1
32	COc1cccc(-c2cc(=O)[nH][nH]2)c1	-1	0.5	7	-15	·
33	CC(Nc1nc(-c2ccc(F)cc2)cs1)c1nc2cc(Cl)c(N3CCCCC3)cc2n1CCOCCO (stereo unspecified)	10	-1.4	10	-5	-0.7
34	O=C(Nc1ccccc1Cl)N1CCSc2ccccc21	-4	-1.0	6	-12	-1.4
35	Cc1[nH]c2ccc(OC(F)(F)F)cc2c1CCNCc1ccc(Cl)cc1	1	-8.1	8	·	-1.3
36	CCN1CCN(Cc2ccc(NC(=O)c3cc(NC(=O)c4cnnc5ccccc45)cc(OC)c3)cc2C(F)(F)F)CC1	-10&-8	-4.1&-9.6	7&4	-26	-3.3&1.2

No.	Mtb UGM inh	Mtb FBA inh	MazF activator	BoNT-F LC inh
25	·	1	·	0
26	2.4	-4	-4	-5
27	0.0	8	-5	-5
28	-2.2	3	12	-1
29	0.7	13	-2	2
30	1.4	2	-200	-9
31	0.0	1	-5	1
32	0.8	-1	-1	-1
33	0.4	3	-7	2
34	-0.9	-1	1	4
35	3.3	3	14	-35
36	-1.2	0&0	-17&12	-18&-30

(next part)
No.	molecule	PrPC TRFRET	FadD28 binding	GDH-TPI inh	Rv3671c inh	BioA inh
37	COc1ccc(NS(=O)(=O)c2ccc(N3CCCCC3)c(N)c2)cc1	13	-3.0	1	-4	-0.5
38	COc1cc(/C=C/C(=O)c2ccc3c(c2)OCCO3)cc(OC)c1OC	-11	-2.6	37*	2	0.9
39	Cc1ccc(S(=O)(=O)C2(C(=O)NCc3ccccc3Cl)CC2)cc1	6	-3.7	0	8	·
40	CC(C)CNC(=O)C1(C)CCCN1Cc1ccc(OC(F)(F)F)cc1 (stereo unspecified)	4	-2.7	-3	·	1.3
41	CC(C)CN(C(=O)CCC(=O)OCc1ccc(Cl)cc1Cl)c1c(N)n(CC(C)C)c(=O)[nH]c1=O	-1	-0.4	2	-3	-4.7
42	CCOC(=O)C1(C)CCCN1C(=O)c1c(F)cccc1F (stereo unspecified)	2	-0.3	-1	·	-0.9
43	CCCCNC(=O)CSc1nc2ccc(N3CCOCC3)cc2c(=O)n1Cc1ccc(OC)cc1	2	-1.0	1	·	1.1
44	CCN(CC)C(=O)Cn1nc(-c2ccc(Cl)cc2)c2ccccc2c1=O	1	-1.6	5	2	·
45	Cc1cc(=O)oc(C)c1C(=O)N[C@@H](Cc1ccccc1)C(=O)O	4	-1.3	3	-5	0.0
46	CC1CCCN(c2nc(-c3cccnc3)nc3scc(-c4ccccc4)c23)C1 (stereo unspecified)	4	-1.8	0	-9	·
47	O=C(COC(=O)CCCN1C(=O)c2cccc3cccc(c23)C1=O)Nc1cccc(C(F)(F)F)c1	-15	-1.2	23	-55	-0.3
48	Cc1ccc(C(=O)Nc2cccc(C(F)(F)F)c2)cc1Nc1cncnc1	6&7	-0.1&-1.9	18&2	-8	1.0&0.5
49	Cc1ccccc1-c1nnc(-c2cccc3ccccc23)o1	-3	?	-4	·	0.1
50	CCOc1ccc(-c2cc(N3C(=O)Nc4ccccc4N3O)n[nH]2)cc1	2	-0.2	-2	7	·

No.	Mtb UGM inh	Mtb FBA inh	MazF activator	BoNT-F LC inh
37	1.1	0	4	0
38	0.4	-3	-1	-17
39	-0.6	4	7	-6
40	·	-2	·	-6
41	-1.9	-1	4	3
42	·	-2	·	-1
43	·	10	10	3
44	1.5	6	2	?
45	0.1	0	-11	10
46	0.6	12	-28	-2
47	1.4	11	2	19
48	1.0	2&8	5&-4	-6&-6
49	·	2	1	-2
50	0.3	2	-5	-3
